Screening data from PubChem BioAssay.
TbPYK inhibitor = qHTS of Trypanosoma Brucei Inhibitors; TbPYK enzyme, Kinase-Glo Plus ATP luminescence, 45 min; Potency, µM (top dose mostly 76.8 µM), for inactives: at the top dose activity, negative = inhibition, most hits filed as inhibitors; 410,000 tested, 0.12% active; AID 624173, 2012; also: potency is read from the fitted curve at half-maximal effect; % is scaled to controls: 0 for no effect and ±100 for the full control effect; nearly all actives have a fitted effect of over 50% in size
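Quantitative HTS: titrated library compounds versus trypanosomal pyruvate kinase in TEA buffer (pH 7.2) containing KCl, MgCl2, BSA and Tween-20. Reactions were initiated with ADP, 130 uM final. Kinase-Glo Plus luminescence was read after 45 min at RT.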
Pf growth 96h = Primary qHTS for delayed death inhibitors of the malarial parasite plastid, 96 hour incubation; P. falciparum luciferase reporter growth, 96 h; Potency, µM (titrated, usually from 28.7 µM), for the others: at the top dose activity change, negative = inhibition, actives largely listed as inhibitors; 320,000 tested, 6.9% active; AID 504834, 2011; also: potency is read from the fitted curve at half-maximal effect; % is scaled to controls: 0 for no effect and ±100 for the full control effect
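96 h incubation, 37 C, 5% CO2, of luciferase-reporter P. falciparum-infected RBCs (2% hematocrit, 0.05% parasitemia final) with test compounds; endpoint luminescence.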
Cycloheximide cs = Cycloheximide Counterscreen for Small Molecule Inhibitors of Shiga Toxin. max response, %. cell reporter, cycloheximide protein synthesis inhibition counterscreen. 300,000 tested, 12% active; in the data active = max response mostly above about 13%, no sharp cut-off; inactive = mostly below about 14%; also: read at 38.3 µM for the half of the compounds with a filed dose; 0% is about no effect
Shiga toxin inh = A qHTS for Small Molecule Inhibitors of Shiga Toxin. Vero cells, Shiga toxin protein synthesis inhibition reporter. inhibition, % at 38.7 µM. 290,000 tested, 9.2% active. AID 2315, 2010; in the data active = inhibition mostly above about 28%, no sharp cut-off; inactive = mostly below about 43%; also: 0% is about no effect
Pf growth 48h = Primary qHTS for delayed death inhibitors of the malarial parasite plastid, 48 hour incubation. P. falciparum luciferase growth in erythrocytes, 48 h. 310,000 tested, 5.9% active. Potency, µM (series often up to 28.7 µM), for the others: at the highest dose activity change, negative = inhibition, actives largely listed as inhibitors; also: potency is read from the fitted curve at half-maximal effect; % is scaled to controls: 0 for no effect and ±100 for the full control effect
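Parasite viability was followed by luminescence of a genomically integrated firefly luciferase. Cultures held 0.1% parasitemia at 2% hematocrit (final), incubated under 5% CO2 at 37 C.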
LmPK inh = qHTS Assay for Inhibitors of Leishmania Mexicana Pyruvate Kinase (LmPK). Q27686. purified LmPK, Kinase-Glo ATP luminescence, 1 h. Potency, µM (series often up to 57.5 µM), for the others: at the highest dose activity change, negative = inhibition, hits mostly inhibitors. 290,000 tested, 0.37% active. AID 1721, 2009; also: potency is read from the fitted curve at half-maximal effect; % is scaled to controls: 0 for no effect and ±100 for the full control effect
Target sequence (Q27686 whole entry, looked up): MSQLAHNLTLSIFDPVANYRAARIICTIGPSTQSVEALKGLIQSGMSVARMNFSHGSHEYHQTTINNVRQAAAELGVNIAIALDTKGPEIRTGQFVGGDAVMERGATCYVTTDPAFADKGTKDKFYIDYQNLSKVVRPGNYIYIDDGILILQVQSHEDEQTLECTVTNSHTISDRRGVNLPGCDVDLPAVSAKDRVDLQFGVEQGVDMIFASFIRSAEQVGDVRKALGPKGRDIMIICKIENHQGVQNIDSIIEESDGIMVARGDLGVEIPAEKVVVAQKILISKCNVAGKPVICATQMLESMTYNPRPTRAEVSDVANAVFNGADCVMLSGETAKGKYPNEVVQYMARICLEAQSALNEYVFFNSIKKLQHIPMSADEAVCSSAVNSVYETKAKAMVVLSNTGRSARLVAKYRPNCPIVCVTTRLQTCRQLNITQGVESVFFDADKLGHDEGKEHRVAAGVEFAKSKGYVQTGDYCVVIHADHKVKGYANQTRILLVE
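Kinase-Glo luminescence read after 1 h RT reaction of 0.1 nM LmPK with 0.5 mM PEP and 0.1 mM ADP. Activity scaled between uninhibited and enzyme-free controls.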
AMA1-RON2 inh = qHTS for Inhibitors of AMA1-RON; Towards Development of Antimalarial Drug Lead: Primary Screen; Plasmodium falciparum AMA1 (3D7) - RON2 peptide interaction; AlphaScreen AMA1-biotinylated RON2 peptide binding; Potency, µM (titrated, usually from 58.2 µM), inactives show at the highest dose activity change, negative = inhibition, hits mostly inhibitors; 360,000 tested, 0.2% active; AID 720542, 2013;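 also: potency is read from the fitted curve at half-maximal effect; 0% = vehicle wells and -100% = peptide control; nearly all actives have a fitted effect of over 45% in size; some results filed as inactive show a strong effect at the top dose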
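AMA1 (3D7) with his tag at 25 nM final met compounds first, then biotinylated RON2 peptide at 25 nM; detection used donor plus acceptor beads, 10 µg/mL apiece, read by AlphaScreen after 30 min at room temperature.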
Active calls of the source: *; ? = inconclusive; . = not tested or not shown; & = joins results of further samples; [ ] = dose if it differs, or a comment. Unless noted, calls follow the shape of the dose curve; as a rule, active = well fitted curve in the direction sought with a large enough effect; inconclusive = small, poorly fitted or top-dose-only effect, or another doubt; inactive = no such curve, though single readings can be large; an effect the other way counts as inactive or inconclusive.

SMILES	Shiga toxin inh	TbPYK inhibitor	AMA1-RON2 inh	LmPK inh	Pf growth 96h	Cycloheximide cs	Pf growth 48h
O=C1CC(N2CCN(Cc3ccccc3)CC2)C(=O)N1c1ccc2c(c1)OCCO2 (centres undefined)	42.8*	3.1%	-5.6%	-11.3%	.	20.7*	5.0%
COc1ccccc1-n1c(-c2ccc(NS(C)(=O)=O)cc2)n[nH]c1=S	-17.8	?	3.3%	7.94µM*	?	-2.9	.
Nc1cc(N2CCCCC2)c([N+](=O)[O-])cc1Cl	3.1	-9.6%	-23.8%	-2.6%	0.7%	-1.3	-17.1%
CC1Cc2ccccc2N1S(=O)(=O)c1cccc(C(=O)NCCCO)c1 (centres undefined)	1.0	3.1%	7.0%	1.7%	?	0.6	-13.7%
O=C(OCC(=O)N1CCCc2ccccc21)c1cc(Cl)ccc1O	-11.9	-0.7%	0.6%	-7.7%	0.4%	8.3	17.0%
Cc1ccc(-c2nc(N3CCOCC3)sc2C(=O)N2CCCCC2)cc1	-8.3	1.8%	8.1%	-1.3%	3.8%	-3.2	-3.8%
Cc1ccc(S(=O)(=O)N2CCN(C(=O)COc3ccc(Br)cc3)CC2)cc1	.	-0.1%	7.0%[11.6 µM]	.	?	.	13.1µM*
Cc1ccsc1/C=C1\C(=O)NC(=S)N(C)C1=O	4.2	?	-11.5%	1.3%	-22.6%	0.4	7.8%
CC(=O)Nc1ccc(/C=C(\C#N)C(=O)NC2CCCCC2C)cc1 (centres undefined)	-10.4	1.6%	36.9%[activator]	9.4%	-11.4%	6.0	?
N#Cc1ccc(N2CCNCC2)c(F)c1	-12.1	2.5%	2.2%	4.4%	?	-1.1	.
CCC(C)C(=O)Nc1ccccc1N1CCN(c2ccc(F)cc2)CC1 (centres undefined)	.	-5.8%	-27.4%	1.0%	14.6%	5.6	?
CCC1CN(C(=O)NCc2ccc(F)cc2)c2cc(C)ccc2O1 (centres undefined)	-3.5	3.7%&-3.2%	3.6%	-0.3%	?	1.6	-0.9%
Cc1c(Cl)cccc1NC(=O)Nc1cnccn1	-17.3	-14.0%	4.8%	-2.3%	38.3%[activator]	1.3	-0.7%
O=C(NCc1ccco1)c1cccc(F)c1	-2.9	-7.3%	9.5%	0.1%	?	1.7	7.2%
COc1ccc(Cl)cc1NC(=O)CN(C)CC(=O)N1CC(=O)Nc2ccccc21	.	1.2%	49.1%[activator]	.	-21.5%	.	?

Additional compounds follow.
SMILES	Shiga toxin inh	TbPYK inhibitor	AMA1-RON2 inh	LmPK inh	Pf growth 96h	Cycloheximide cs	Pf growth 48h
C[C@@H](NC(=O)c1nc[nH]c1C(=O)NC1CCN(C(=O)OC(C)(C)C)CC1)c1ccccc1	.	2.5%	104.4%[activator]	.	?	.	?
COCCNC(=O)COc1coc(CN2CCN(Cc3ccccc3)CC2)cc1=O	1.0	0.3%	-1.5%	-9.5%	?	0.5	11.7%
Cc1c(O)cc2c(c1O)C(=O)CC(c1ccccc1)O2 (centres undefined)	-3.7	-4.0%	5.3%	4.0%	-19.9%	-1.1	-1.7%
Cc1ccc2c(c1)/C(=C/c1ccccc1F)C(=O)N2	-6.7	-7.5%	-2.6%	-3.0%	-9.0%	-4.2	0.0%
C[C@]12CC[C@@H]3c4ccc(O)cc4CC[C@H]3[C@@H]1C[C@@H](O)[C@@H]2O[C@@H]1O[C@H](C(=O)O)[C@@H](O)[C@H](O)[C@H]1O	34.7	-9.7%	8.4%	-5.4%	1.8%	4.4	-11.0%
CCOC(=O)c1ccc(NS(=O)(=O)c2cn(C)cn2)cc1	-10.4	1.3%	-4.8%	3.2%	-5.8%	-2.8	29.8%
CCN1C(=O)[C@@H]2[C@@H](c3ccc(-c4ccc5c(c4)OCO5)cc3)N3CCCC[C@@]3(C(=O)OC)[C@@H]2C1=O	.	11.0%	-14.3%	.	13.1µM*	.	?
COc1ccc(C(=O)NNS(=O)(=O)c2ccccc2)cc1	55.2	1.2%	-16.8%	-0.1%	?	17.1*	15.5%
CCn1c(CNc2ccc(F)cc2)nnc1SCC(=O)Nc1ccc(OC)cc1	2.6	2.0%	-15.0%	7.6%	23.0%	-2.7	?
Cc1ccc(S(=O)(=O)Oc2ccc(/C=C(/NC(=O)c3ccccc3)C(=O)NCCC(=O)O)cc2)cc1	1.5	4.1%	8.4%	13.1%	?	0.6	11.7%
O=C(OCc1nnc(-c2ccccc2)o1)c1ccco1	11.9	0.6%	9.6%	-17.9%	.	16.8	1.1%
Cn1c(C(C#N)C(=O)c2sc3ccccc3c2Cl)nc2ccccc21 (centres undefined)	-8.2	3.4%	69.1%[activator]	-0.1%	.	5.8	10.8%
COc1cc(/C=N/NC(=S)Nc2cccc(C(=O)O)c2)cc(OC)c1OC	-2.1	-13.1%	80.5%[activator]	0.8%	-0.6%	5.9	41.0%[activator]
Cc1nc(CC(=O)NNS(=O)(=O)c2ccc3ccccc3c2)cs1	-7.1	-4.2%	18.5%	-4.6%	14.2%	-1.9	6.2%
O=C(CSc1nnc(NC(=O)c2c(F)cccc2Cl)s1)Nc1ccccc1F	18.7	3.2%	34.2%[activator]	3.6%	-1.0%	8.3*	13.6%

Going on with the list.
SMILES	Shiga toxin inh	TbPYK inhibitor	AMA1-RON2 inh	LmPK inh	Pf growth 96h	Cycloheximide cs	Pf growth 48h
COCCCNCCCCOc1ccc(Br)cc1C	-14.6	6.4%	-13.3%	-4.7%	-42.1%	-7.1	-18.3%
CCN(CC)CCCN=C(C)c1c(O)n(-c2ccccc2)c(=O)[nH]c1=O	-3.6	1.4%	-1.7%	-2.6%	3.4%	-1.7	12.5%
CC(OC(=O)Cn1c(C(F)(F)F)nc2ccccc21)C(=O)N1CCCc2ccccc21 (centres undefined)	31.8	-3.4%	-2.4%	7.4%	.	-1.2	-6.1%
CCCCNC1C(CC)C(CCC)C(C#N)(C#N)C1(C#N)C#N (centres undefined)	16.5	1.6%	4.3%	3.5%	?	10.3	11.7µM*
CCOC(=O)c1c(NC(=S)Nc2ccc(Cl)cc2)sc2c1CCN(C)C2	1.8	-13.9%	-1.6%	-1.4%	?	-0.8	?
COCCCn1c(SCc2ccc(OC)cc2)nc2cc(OC)c(OC)cc2c1=N	-18.5	-4.9%	?	3.6%	?	-2.2	?
COc1ccc2c(c1)O/C(=C\c1sccc1C)C2=O	122.9	-2.1%	-23.2%	-18.0%	80.5%[activator]	23.7*	-72.5%
C/C(Cl)=C\CSc1nnc2n(N)c(=O)c3ccccc3n12	34.2	-2.1%	21.1%	2.9%	?	3.2	6.6%
CCOC(=O)Cc1csc(NC(=O)CSc2nnc(C3CC3)n2C)n1	-1.8	-2.7%	8.6%	-9.8%	13.1µM*	-2.0	2.1%
Cc1ccnc(NC(=O)c2cccc(NC(=O)COc3ccccc3)c2)c1	48.5	-2.2%	-2.3%	2.1%	5.8%	15.8	-4.6%
COc1ccc2c(c1)C(C)=CC(C)(C)N2S(=O)(=O)c1ccc(NC(C)=O)cc1	-7.9	9.8%	3.3%	-6.3%	-3.8%	-3.7	?
CCN(CC)S(=O)(=O)c1ccc(C(=O)N(c2ccccc2)C2C=CS(=O)(=O)C2)cc1 (centres undefined)	-7.1	-12.3%	6.0%	1.5%	-0.8%	-4.0	-12.6%
COc1cccc(C2/C(=C(\O)c3ccc4c(c3)OCCO4)C(=O)C(=O)N2c2nnc(C)s2)c1 (centres undefined)	21.8	-5.3%	15.1%	-10.7%	?	16.7	8.3%
C=CCN(CC=C)S(=O)(=O)c1ccc2nc(NC(=O)C(C)C)sc2c1	-9.5	-11.2%	7.5%	0.1%	.	-1.1	?
CCOC(=O)C1CCN(S(=O)(=O)c2cccc3nonc23)CC1	15.3	3.9%	-11.9%	-12.4%	85.1%[activator]	-2.8	7.5%

Continued:
SMILES	Shiga toxin inh	TbPYK inhibitor	AMA1-RON2 inh	LmPK inh	Pf growth 96h	Cycloheximide cs	Pf growth 48h
CCOc1ccc(CCNC(=O)C2CCN(S(=O)(=O)c3ccc(C)cc3)CC2)cc1OCC	3.6	0.3%	11.8%	0.2%	?	6.3	-4.6%
Cn1cc([N+](=O)[O-])cc1-c1nc2ccccc2n1C	-3.1	-7.4%	-5.2%	0.9%	?	-1.8	5.3%
O=C(CCCN1C(=O)c2ccccc2C1=O)NCCCN1CCOCC1	-5.9	-7.9%	17.8%	-0.7%	.	-1.2	-3.8%
COc1ccc(C(C)=O)cc1CSCCC(=O)O	7.8	-11.7%	-0.7%	0.9%	9.2%	1.5	12.7%
COCCCN1C(=O)C2C(C(=O)Nc3cccc(Cl)c3)C3C=CC2(O3)C1C(=O)NC1CCCCC1 (centres undefined)	14.8	-1.3%	21.1%	-2.3%	33.0%[activator]	-5.0	-19.2%
CCOC(=O)C1=C(CSCC(=O)OC)NC(=O)NC1c1cc(C)ccc1C (centres undefined)	-12.5	-0.3%	5.7%	-6.2%	.	-2.0	-6.2%
Cc1nc2ccccn2c1C(=O)NN=C1CCN(C)CC1	11.5	-17.5%	54.7%[activator]	-0.7%	12.7%	-4.3	9.5%
O=C(CCOc1ccccc1)OCC(=O)c1cc2ccccc2o1	-16.2	-5.8%	27.6%	-2.0%	70.1%[activator]	6.4	-13.1%
CC(=O)Nc1ccc(C(=O)C(Cc2ccccc2)N(C)C)cc1 (centres undefined)	0.8	3.4%	-3.6%	3.8%	2.7%	9.5	5.3%[0.00184 µM]
Cn1c(Oc2ccc(Cl)c3cccnc23)nc2c1c(=O)n(Cc1ccccc1Cl)c(=O)n2C	-12.2	.	.	2.5%	19.5%	-3.4	20.3%
Cc1cc(CNC(=O)COc2ccccc2)c2ccccc2n1	80.4	4.3%	-8.3%	-1.6%	38.0%[activator]	17.2*	8.5%
Cc1csc(=O)n1CCC(=O)OCC(=O)NCc1ccc(Cl)cc1Cl	.	-0.7%	-2.6%	.	8.9%	.	18.4%
CCNc1nc(Oc2ccc(=O)n(-c3ccccc3)n2)nc(N(C)C)n1	-10.6	-7.7%&-0.4%	2.1%	1.7%	2.62µM*	-4.6	-13.9%
COc1cccc(-n2nc(C(=O)N3CC(C)CC(C)C3)c3ccccc3c2=O)c1 (centres undefined)	-8.9	-7.1%	15.3%	8.5%	?	-3.7	.
COc1ccc2nc(NNC(=O)C3COc4ccccc4O3)sc2c1 (centres undefined)	55.0*	-14.8%	97.2%[activator]	3.8%	-3.0%	13.5*	1.8%

Compounds listed so far containing a nitro group on carbon (two):
SMILES	Shiga toxin inh	TbPYK inhibitor	AMA1-RON2 inh	LmPK inh	Pf growth 96h	Cycloheximide cs	Pf growth 48h
Nc1cc(N2CCCCC2)c([N+](=O)[O-])cc1Cl	3.1	-9.6%	-23.8%	-2.6%	0.7%	-1.3	-17.1%
Cn1cc([N+](=O)[O-])cc1-c1nc2ccccc2n1C	-3.1	-7.4%	-5.2%	0.9%	?	-1.8	5.3%
